Screens: PubChem BioAssay, University of Kansas High Throughput Screening Laboratory
Pf apPOL inh – Pf-apPOL DNA polymerase inhibition; Recombinant Pf-apPOL, molecular beacon fluorescence, 1.5 h; AID 1794808; 210,000 tested, 0.25% active; inhibition, % at 10 µM
mHTT-CaM PPI inh – disrupts binding of mutant huntingtin to calmodulin; P42858; 190,000 tested, 3.6% active; inhibition, % at 15 µM; AlphaScreen His-mHTT/GST-CaM binding, luminescence;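 further: 0% = both proteins with DMSO and 100% = one protein alone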
Starred values were filed as active, the others as inactive; . = not tested or not shown; & = joins results of further samples. No stated cut-off is given here; in the data, active means inhibition above about 50%; inactive means the rest.

SMILES	Pf apPOL inh	mHTT-CaM PPI inh
CCC(=O)N1CCc2cc(S(=O)(=O)CCC(=O)Nc3cccc(Cl)c3C)ccc21	-14	3
CCOc1ccccc1NC(=O)C1CN(S(=O)(=O)C2CC2)CC12CCCCC2 (stereo unspecified)	2	8
CCOc1cccc(CN2CCC(C(=O)N3CCCC3)CC2)c1O	-8	1
CC(=O)NCc1csc(C2CCN(S(=O)(=O)c3cc(C)ccc3C)CC2)n1	-4	7
COc1ccc(-c2cc(C(F)(F)F)n3ncc(C(=O)N4CCc5ccccc5C4)c3n2)cc1	-2	4
O=C1OC(c2ccc([N+](=O)[O-])cc2)=N/C1=C\N1CCCCC1	2	7
O=C1Nc2ccccc2C1=Nc1ccccc1I	-4	6
O=C(Nc1ccc(Cl)cn1)c1ccc(Cl)c([N+](=O)[O-])c1	-4	6
N#Cc1ccc(Oc2cccc3cccnc23)cc1C#N	0	-11
COCCn1ccc2c(OCC(=O)c3ccc(Cl)cc3)cccc2c1=O	-8	-10
COc1cc(NC(=O)c2noc3c2CCC3)cc(OC)c1OC	-2	1
CC(=O)NS(=O)(=O)c1ccc(NC(=O)c2cccc([N+](=O)[O-])c2)cc1	2	3

Looked up by compound from the list above, 2 records:
SMILES	Pf apPOL inh	mHTT-CaM PPI inh
CCOc1cccc(CN2CCC(C(=O)N3CCCC3)CC2)c1O	-8	1
CCC(=O)N1CCc2cc(S(=O)(=O)CCC(=O)Nc3cccc(Cl)c3C)ccc21	-14	3

Going on with the list.
SMILES	Pf apPOL inh	mHTT-CaM PPI inh
O=C1Nc2ccc(Cl)cc2/C1=C/c1ccccc1	0	65*
O=C(CN1CCCCC1)Nc1ccc(C(F)(F)F)cc1Cl	7&-30	.
CC(=O)N1CCc2cc(N3C(=O)c4ccccc4C3=O)ccc21	0	0
CCOC(=O)N=C(c1ccc(Cl)cc1)c1cc2ccccc2cn1	2	.
Cc1ccc(Cl)cc1NC(=O)Cn1nc2c(cc1=O)CC(C)CC2 (stereo unspecified)	-5	3
CC(C)C(=O)NCCc1csc(C2CCN(C(=O)c3cccs3)CC2)n1	-2	2
O=[N+]([O-])c1ccc(-c2cn3nc(C(F)(F)F)sc3n2)cc1	-6&-1	.
CC1(C)C2CCC1(CS(=O)(=O)Nc1cccc(C(F)(F)F)c1)C(=O)C2 (stereo unspecified)	-26	-6
CCOC(=O)C1CCCN(C(=O)C2CC(=O)N(c3cc(C)cc(C)c3)C2)C1 (stereo unspecified)	-4	2
N#CC1=C(N)N(c2ccccc2C(F)(F)F)C2=C(C(=O)CCC2)C1c1ccc2c(c1)OCO2 (stereo unspecified)	6	14
COc1ccc(OC)c(N2C(=O)C3C4C=CC(C5CC45)C3C2=O)c1 (stereo unspecified)	-5	-5
O=C(NCc1cccc(C(F)(F)F)c1)C1CCN(c2cc(N3CCOCC3)ncn2)CC1	-5	-8
CC(C)C[C@H]1COc2cccc(N3CCCC3)c2S(=O)(=O)N1	-2	8
CC1CN(C(=O)COc2cccc3c2OC(C)(C)C3)CC(C)O1 (stereo unspecified)	2	2
COc1ccc(N2CC(C(=O)NC3(c4nc(C)no4)CCCCC3)CC2=O)cc1 (stereo unspecified)	-4	-12
Cc1c(NC(=O)CN2C(=O)c3ccc([N+](=O)[O-])cc3C2=O)cccc1C(=O)O	-4	-6
COc1ccc(N2C(=O)CCC2(C)C(=O)NCCCOC(C)C)c(OC)c1 (stereo unspecified)	-1	2
CC(NC(=O)c1ccc(-c2ccnc(N3CCCC3)n2)cc1)c1ccccn1 (stereo unspecified)	0	-3
COc1cccc(S(=O)(=O)Nc2ccc(C(=O)N3CC(C)CC(C)C3)cc2)c1 (stereo unspecified)	-2	1
COc1cc(Cn2c(-c3ccc(O)c(OC)c3)nc3ccccc32)ccc1O	8	6
Cc1ccc(NC(=O)c2c(O)c3cccc4c3n(c2=O)CCC4)nc1	-5	-2
O=C(Nc1cccc(F)c1)O[C@@H]1CC[C@@]23CCCN2C(=O)CCC[C@H]3C1	-4	6
CCn1cnc2c1c(=O)n(CCC(C)C)c(=O)n2-c1ccccc1Cl	-2	3
O=C(Cc1cccc(F)c1)N1CCCC(COc2cccc(C(=O)N3CCCC3)c2)C1 (stereo unspecified)	-3	-1
Cc1cccc(C)c1NC(=O)CN1CCN(CC(=O)Nc2c(C)cccc2C)CC1	-12	0
CCCCS(=O)(=O)NC1=NCN(c2cccc([N+](=O)[O-])c2)CN1	-3	5
COc1ccc(C=NCC23CCC4CC(CC(C4)C2)C3)cc1	-3	-1
CCOc1ccc(CN2CCc3nc(Nc4ccc(OC)cc4)ncc3C2)cc1	-6	7
CCCc1ccc(Oc2c(C)oc3cc(OC)ccc3c2=O)cc1	0	-10
CCOc1ccc(NC(=O)C(=O)NCc2ccccc2C)cc1	-10	-2
Cc1cc(NC(=O)Cc2ccccc2)c(C(C)C)cc1O	0	2
CSC(=Nc1c(C)nn(C)c1C)NC#N	-2	.
O=C(CCN1C(=O)c2ccccc2C1=O)Nc1cc(C(F)(F)F)ccc1Cl	-6	3
Cc1nn(C)cc1CN1CCC(c2nc(C3CC3)n[nH]2)CC1	11	-15
CC1CC(C)CN(S(=O)(=O)N2CCCC(C(=O)NC3CCCCC3)C2)C1 (stereo unspecified)	-16	-4
CCOC(=O)CCC(=O)N1CCN(c2ncnc3c2nnn3Cc2ccccc2)CC1	1	-1
CCCNC(=O)NCCC1CCN(S(=O)(=O)c2ccc(C)cc2)CC1	-3	37
Cc1cc(C)n(-c2ccc(N3CCN(C(=O)c4snnc4C)CC3)nn2)n1	-9	-11
Cn1c(=O)c2c(nc(SCC(=O)Nc3ccccc3[N+](=O)[O-])n2C)n(C)c1=O	-4	-1
CC(C)n1c(=O)c(Nc2cc(F)cc(F)c2)nc2ccncc21	0	-9
O=C(c1cn(-c2ccccc2)nc1-c1ccc(Br)cc1)N1CCOCC1	-5	7
CCOc1ccc(NC(=O)COC)cc1	10	2
Clc1ccc(N2CCN(c3ncnc4c3nc3n4CCCCC3)CC2)cc1	0	1
O=C(NCCC1=CCCCC1)c1cc2cc3ccc(Cl)cc3nc2o1	0	2
COc1cc(C(=O)Nc2ccc(-c3nc4ccccc4s3)c(O)c2)cc(OC)c1OC	3	-12
Cc1sc2ncn3cnnc3c2c1-c1ccc(F)cc1	-5	-7
Cc1cccc(NC(=O)COc2ccc([N+](=O)[O-])cc2)c1	-6	1
COc1ccc(CCNC(=O)Nc2nnc(SCC(=O)Nc3cc(C)on3)s2)cc1	-5	-7
O=C(CCC1CCCN(C(=O)Nc2ccc(F)cc2)C1)NC1CCCCCC1 (stereo unspecified)	-7	-1
Nc1nc(-c2sc3nc4c(cc3c2N)CCCC4)nc(N2CCOCC2)n1	.	-10
Cc1ccc(C=C2Oc3c(ccc(O)c3CN3CCCC(C)C3)C2=O)o1 (stereo unspecified)	-5	1
NC(=O)c1cc2cc(Cl)ccc2oc1=Nc1cc(C(F)(F)F)ccc1Cl	-11	-1
O=C(CSc1nnc(-c2ccco2)n1-n1cccc1)Nc1ccc([N+](=O)[O-])cc1	8	-15
CCN(CC)c1ccc(N=Nc2c(Br)cc(C(F)(F)F)cc2Br)cc1	-9	.
CCCN1CCN(C(=O)c2ccn3c(-c4ccc(F)cc4)nnc3c2)CC1	-3	-4
COc1ccc(-c2cc3ccc(OC)cc3oc2=O)cc1	0	-6
O=C(CN1C(=O)/C(=C/c2ccccc2F)Sc2ccccc21)NCCCN1CCOCC1	-1	14
Cc1cc2nc3s/c(=C\c4ccc(N5CCN(C)CC5)c([N+](=O)[O-])c4)c(=O)n3c2cc1C	-3	23
COc1ccc(CONS(=O)(=O)c2ccc(NC(C)=O)cc2)cc1	-1	2
O=C(NCCc1ccccc1)c1ccccc1SCc1ccccc1	-6	-20
Continuation.
SMILES	Pf apPOL inh	mHTT-CaM PPI inh
c1ccc(Sc2c(-c3ccccc3)nc3ncccn23)cc1	-2	-14
CC(=O)Nc1ccc(-c2nc3ccccc3[nH]2)cc1	0	7
COCCNC(=O)NCc1c(C)noc1C	-4	-4
CC(C)c1nn(-c2ccc(F)cc2)c(C(C)C)c1C(=O)N1CCOCC1	-6	6
O=C1CCCN1c1cccc(O)c1	-2	-4
COc1ccc(-c2nc(COc3ccc(F)cc3)no2)cc1	-3	-18
CCc1cccc(NC(=O)c2cc3n(n2)CCCN(Cc2cccc(C)c2)C3=O)c1	-3	3
Cc1cc(C)n(CC(O)CN2C(=O)NC(C)(C)C2=O)n1 (stereo unspecified)	-10	-2
COc1ccc(-c2coc3c(CN4CCOCC4)c(O)ccc3c2=O)cc1	-21	0
Cc1ccc(N2CCN(Cc3nc(C(=O)N4CCCC4)cs3)CC2)cc1C	-1	17
CCCC[C@H]1[C@@H]2C[C@H]([C@H]3CCCCN31)[C@H](OC(=O)Nc1ccccc1C)C2	-6	-3
O=C(CSc1c[nH]c2ccccc12)N1CCc2ccccc21	-5	6
CC1(C)CC(=O)C(=CN2CCN(C(=O)c3ccco3)CC2)C(=O)C1	2	1
Cn1cc(C(c2ccc(Br)o2)c2cn(C)c3ccccc23)c2ccccc21	-6	43
CCCCN1C(=O)c2cccc3c(NC(=O)Cc4ccc(F)cc4)ccc1c23	-7	12
CCN(CC)Cc1oc(CO)cc(=O)c1O	18	-7
Nc1nc2ccccc2n1CCOc1ccc(Cl)cc1	-2	43
COc1ccc(C(=O)NC(N2CCCCC2)C(Cl)(Cl)Cl)cc1 (stereo unspecified)	44	-10
CC(C)C[C@@H]1COc2cc(N3CCC[C@@H]3CO)ccc2S(=O)(=O)N1	-1	-8
Cc1sc2c(c1C)c(=O)n(-c1ccccc1)c1nnc(SC(C)C)n21	0	4
CC(C)C1C(=O)N(Cc2cn(CCC3OCCO3)nn2)CCS(=O)(=O)N1Cc1ccc(-c2ccncc2)cc1 (stereo unspecified)	-8	19
CCN(CC)c1nc(C)nc2sc(C(=O)Nc3cc(OC)c(OC)c(OC)c3)c(C)c12	-4	51*
CCc1ccc(NC(=O)c2cc(C(C)C)n3nccc3n2)cc1	-1	-92
CCCc1cc(C2CCCN2C(=O)Cc2ccc(OCC)cc2)no1 (stereo unspecified)	-3	14

A second format for some results above.
Structure,Pf apPOL inh,mHTT-CaM PPI inh
Clc1ccc(N2CCN(c3ncnc4c3nc3n4CCCCC3)CC2)cc1,0,1
CC(C)C[C@H]1COc2cccc(N3CCCC3)c2S(=O)(=O)N1,-2,8
COc1cccc(S(=O)(=O)Nc2ccc(C(=O)N3CC(C)CC(C)C3)cc2)c1 (stereo unspecified),-2,1
O=C(c1cn(-c2ccccc2)nc1-c1ccc(Br)cc1)N1CCOCC1,-5,7
CCCN1CCN(C(=O)c2ccn3c(-c4ccc(F)cc4)nnc3c2)CC1,-3,-4

More records follow:
SMILES	Pf apPOL inh	mHTT-CaM PPI inh
COC(=O)CCCN1C(=O)C(=Cc2ccc(C(=O)OC)cc2)SC1=S	-3	18
CCOC(=O)Cc1c(C(=O)OCC)c(C)cn1C	1	.
Cc1ccc(S(=O)(=O)c2cc3c(=O)n4ccccc4nc3n(Cc3cccnc3)c2=N)cc1	-8	5
COc1ccc(C(=O)Nc2ccccc2Cl)cc1OC	2	-3
COc1cccc(NS(=O)(=O)c2cc3c(s2)CCN(C(C)=O)C3)c1	-6	0
COc1ccc(OC)c(CN2CCc3nc(Nc4ccc(F)cc4)ncc3C2)c1	-2	61*
Cc1ccccc1CNC(=O)c1ccc([N+](=O)[O-])cc1	-6	2
COc1ccc(-c2cc(NCc3c(F)cccc3F)n3ncnc3n2)cc1	-4	45
CCN1CCCC1CNC(=O)c1ccc(-c2nc(-c3ccccc3)no2)cc1 (stereo unspecified)	-2	-1
Cc1cc(C2CCCN2C(=O)c2c(F)cccc2Cl)no1 (stereo unspecified)	-1	1
COc1ccc(-c2c(C)c3ccc(O)c(CN(C)C)c3oc2=O)c(OC)c1	1	-1
O=c1c2ccccc2ncn1C1CCN(S(=O)(=O)c2ccccc2)CC1	1	-5

An excerpt from above in order of SMILES length, ascending:
SMILES	Pf apPOL inh	mHTT-CaM PPI inh
Cc1cc(C2CCCN2C(=O)c2c(F)cccc2Cl)no1 (stereo unspecified)	-1	1
Cc1ccccc1CNC(=O)c1ccc([N+](=O)[O-])cc1	-6	2
COc1ccc(-c2cc(NCc3c(F)cccc3F)n3ncnc3n2)cc1	-4	45
O=c1c2ccccc2ncn1C1CCN(S(=O)(=O)c2ccccc2)CC1	1	-5
COC(=O)CCCN1C(=O)C(=Cc2ccc(C(=O)OC)cc2)SC1=S	-3	18
COc1ccc(OC)c(CN2CCc3nc(Nc4ccc(F)cc4)ncc3C2)c1	-2	61*
COc1ccc(-c2c(C)c3ccc(O)c(CN(C)C)c3oc2=O)c(OC)c1	1	-1

(further entries)
SMILES	Pf apPOL inh	mHTT-CaM PPI inh
CCC(=O)N1CCc2cc(Br)cc(S(=O)(=O)CCC(=O)Nc3nccs3)c21	0	1
CSc1ncccc1C(=O)N1CCC(CCOc2ccccc2)CC1	-3	13
O=C(NC1CC2CCC1C2)C1CC(=O)N(Cc2ccccc2F)C1 (stereo unspecified)	-2	-2
Cc1ccc(CC(=O)N2CCC3(CC2)NC(=O)c2ccc(Cl)cc2N3)cc1	-1	0
COc1cccc(NC(=O)CSc2nnc(COc3ccc4c(c3)CCCC4)o2)c1	0	-7
CN(C)c1ccc(CN2CCc3nc(Nc4ccccc4)ncc3C2)cc1	-1	15
O=C(Nc1ccc(O)c(-c2nc3ccccc3o2)c1)c1ccc([N+](=O)[O-])cc1Cl	-4	1
Cn1ncc2c(=O)sc(NC(=O)c3ccccc3)nc21	3	.
CC(=O)c1cc(C(=O)c2ccccc2)sc1Nc1ccccc1	-4	-19
O=S(=O)(NCCc1c[nH]c2ncccc12)c1cccc(Br)c1	0	-6
Cc1ccc(-c2cc(C3CCN(C(=O)c4ccccn4)CC3)[nH]n2)cc1	-11	18
CC(C)CNS(=O)(=O)C1CON(C)C1c1cccc(Cl)c1Cl (stereo unspecified)	-5	-2
Cc1ccc(C(=O)Nc2ccc([N+](=O)[O-])cc2)cc1Br	0	-2
N#CC(=Cc1cccs1)C(N)=O	-22	.
Cc1ccccc1S(=O)(=O)N1CCc2c(c(-c3nc(C4CC4)no3)nn2C)C1	-2	20
